N370S GC mod: qHTS Assay for Inhibitors and Activators of N370S glucocerebrosidase as a Potential Chaperone Treatment of Gaucher Disease; Lysosomal acid glucosylceramidase (Homo sapiens), P04062; N370S GC spleen homogenate, 4MU-glucoside fluorescence; actives 0.092% (n = 330,000); Potency, µM (series often up to 59.4 µM), for the others: at the top dose activity change, negative = inhibition, hits mostly inhibitors;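 note: 0% = full enzyme activity and -100% = no enzyme basal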
FEN1 inh: qHTS Assay for the Inhibitors of Human Flap endonuclease 1 (FEN1); P39748; Recombinant FEN1 flap cleavage, fluorescence, 15 min; Potency, µM (highest dose often 114 µM), inactives show at the top dose activity change, negative = inhibition, actives largely listed as inhibitors; actives 0.35% (n = 390,000); AID 588795, 2011; note: nearly all actives have a fitted effect of over 65% in size
Target sequence (P39748 whole entry, looked up): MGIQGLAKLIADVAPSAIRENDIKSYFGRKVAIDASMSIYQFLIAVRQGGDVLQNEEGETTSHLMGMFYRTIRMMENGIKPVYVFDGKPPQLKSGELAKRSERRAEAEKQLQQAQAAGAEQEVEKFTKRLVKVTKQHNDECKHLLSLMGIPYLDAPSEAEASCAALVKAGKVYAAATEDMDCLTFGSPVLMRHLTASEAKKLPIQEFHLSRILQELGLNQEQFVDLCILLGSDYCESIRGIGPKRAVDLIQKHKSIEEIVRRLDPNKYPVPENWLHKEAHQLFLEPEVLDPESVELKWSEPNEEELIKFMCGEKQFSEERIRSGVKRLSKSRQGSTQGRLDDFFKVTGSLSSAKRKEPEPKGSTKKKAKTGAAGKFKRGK
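Reaction started by adding substrate (50 nM final) to 10 nM enzyme after 15 min room-temperature compound preincubation. Reads at 0 and 15 min, with data normalized and fitted to a four-parameter Hill equation.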
DT40 TDP1 CPT: qHTS for Inhibitors of human tyrosyl-DNA phosphodiesterase 1 (TDP1): qHTS in cells in presence of CPT. chicken DT40 Tdp1-/-;hTDP1 cells + 20 nM CPT, ATP luminescence, 48 h. Potency, µM (highest dose often 46.2 µM), without a hit: at the highest dose activity change, negative = growth inhibition, actives largely listed as inhibitors. actives 12% (n = 420,000). AID 686979, 2013; note: nearly all actives have a fitted effect of over 55% in size
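Chicken DT40 Tdp1-/- cells stably complemented with human TDP1 were seeded at 400 cells/well in medium containing 20 nM camptothecin, exposed to pin-transferred compounds, and grown at 37 °C for at least 48 hr. Viability was read as ATP luminescence.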
An asterisk follows results filed as active; ? = inconclusive; nt = not tested or not shown; & = joins results of further samples; [ ] = dose if it differs, or a comment. Calls come from the whole dose curve; as a rule, active = well fitted curve in the direction sought with a large enough effect; inconclusive = small, poorly fitted or top-dose-only effect, or another doubt; inactive = no such curve, though single readings can be large; an effect the other way counts as inactive or inconclusive. Unless noted, % is set by controls: 0 for no effect and ±100 for the full control effect; potency is the fitted concentration of half-maximal effect.

structure,N370S GC mod,FEN1 inh,DT40 TDP1 CPT
Cc1ccc(S(=O)(=O)Nc2ccc(Nc3ccccc3)cc2)cc1,3%,5%,?
COc1ccccc1C(CC(=O)Nc1ccc(Cl)cc1)c1ccc(OC(C)C)cc1 (stereo not drawn),11%,-21%,16µM*
O=C(Cc1ccccc1)N1CCc2[nH]nc(-c3ccccc3)c2C1,16%,8%,11%
CCNc1cc(N2CCN(C3CCCCC3)CC2)c2noc3c2c1C(=O)c1ccccc1-3,nt,6%,?
Cc1nn(C)c2c1c(C(F)(F)F)cc(=O)n2CC(=O)NC(C)(C)C,nt,-6%,-3%
CCOC(=O)C1CCN(C(=O)c2cc(CN3C(=O)c4ccccc4C3=O)ccc2OCC)CC1,-4%,-6%,-26%
Cc1ccc(C(=O)Nc2ccccc2C(=O)NCc2cccnc2)cc1,-19%,-5%,-9%
Cc1ccc(Cl)cc1N1CCN(C(=O)Cn2nc(C)c3sc4ccccc4c3c2=O)CC1,nt,10%,-15%
CCc1ccc(-c2nnn(CCC#N)n2)cc1,0%,-7%,8%
CCCn1cc(S(=O)(=O)c2ccccc2)c(=O)c2cc(F)c(N3CCCC3)cc21,nt,17%,?
CC(=O)Nc1ccc(NC(=S)NC(=O)C2CC2)cc1,0%,2%,3%
Cc1cc(N/N=C/c2ccccc2O)nc(N2CCOCC2)n1,4%,-5%,-27%
CCOC(=O)C1=C(C)N(C)C(=O)NC1c1ccc2c(c1)OCO2 (stereo not drawn),-1%,-2%,1%
Cc1cccc(C(=O)Nc2nnc(S(=O)(=O)N(C)Cc3ccco3)s2)c1,-5%,-5%&11%,?
O=C(c1ccc2c(c1)N(Cc1cccc(Cl)c1)C(=O)c1ccccc1S2(=O)=O)N1CCCC1,nt,1%,23µM*
Cc1cc(C)c2c(CN3CCOCC3)cc(=O)oc2c1C,14%,2%,-11%
C[C@@H](O)C1NC(=O)[C@H](CCCCN)NC(=O)c2cc([N+](=O)[O-])cc(I)c2OCC[C@@H](C(N)=O)NC1=O (stereo partly drawn),-12%,?,-8%
O=C1C(c2ccccn2)=[N+]([O-])c2ccccc21,6%,nt,-29%
N#CC1=C(N)N(c2ccccc2)C(c2cccc([N+](=O)[O-])c2)C1(C#N)C#N (stereo not drawn),-10%,8%,?
Cc1cc(C)cc(-c2nnc(SCC(=O)NCC3CCCO3)o2)c1 (stereo not drawn),nt,9%,2%
COc1cc(C(=O)NC(=S)Nc2cccc3nc(C)ccc23)cc(OC)c1OC,-7%,-6%,4%
O=S(=O)(c1cc(C(F)(F)F)ccc1Cl)N1CCCCCC1,18%,-5%,-9%
CC(C)(C)C(=O)Nc1nc2c(s1)CN(Cc1ccccc1)CC2,-25%,-10%,?
CC(C)c1c(O)nc(SCC(=O)Nc2ccc3c(c2)CCC3)[nH]c1=O,?,9%,3%
COc1ccc(NC(=O)C2Cc3ccccc3C(=O)O2)cc1 (stereo not drawn),-5%,-14%,8%
CCn1c(SCC(=O)N2CCCCCC2)nc2ccccc2c1=O,5%,6%,21µM*
O=C(Cc1ccccc1)NCC(=O)OCC(=O)c1ccc(F)cc1,4%,-7%,-2%
CC1CCN(C(=O)CN2CC(C)Sc3ccccc32)CC1 (stereo not drawn),nt,17%,?
COc1cc(/C=C/C(=O)c2ccc3c(c2)OCCO3)cc(Br)c1OCC(=O)N(C)C,4%,-16%,8.2µM*
CC(C)Oc1ccccc1/C=N/NC(=O)c1ccccc1Cl,?,0%,-2%
CN(CCCC(=O)O)c1ccc(N=Nc2ccc([N+](=O)[O-])cc2)cc1,nt,-9%,?
COc1ccc(C(=O)On2c(-c3ccc(Br)cc3)nc3ccccc3c2=O)cc1,7%,-1%,?
Nc1ccc(SCc2cccnc2)cc1,0%,-11%,-1%
CCCCC(=O)Nc1ccc(NC(=O)C2CC2)cn1,2%,-16%,-12%
COc1ccc(OC)c(CCNC(=O)Cn2nc(C)c3c(C)n(-c4ccccc4)nc3c2=O)c1,-4%,16%,?
COc1ccccc1CN1CCC(CNS(=O)(=O)c2cc(-c3onc(C)c3C)ccc2OC)CC1,-22%,-10%&0%,21µM*
CCOc1ccc(NC(=O)CN2C(=O)NC3(CCCCCC3)C2=O)cc1,nt,6%,?
CS(=O)(=O)N1CCc2cc(S(=O)(=O)NCc3ccccc3Cl)ccc21,nt,15%,-24%
COc1cc(/C=C2/C(=N)N3C=CSC3=NC2=O)ccc1OCCCOc1c(C)cccc1C,14%,-14%,-27%
Cc1ccc(C#N)c(SCc2cccc(Br)c2)n1,nt,-3%,-2%
O=C(C1=C[C@H](c2ccccc2)C[C@H](OCCCCO)O1)N1CCOCC1,-7%,5%,-17%
CC12CCC(C(=O)NCc3ccco3)(OC1=O)C2(C)C (stereo not drawn),3%,-6%,-16%
COc1ccc(CCN2C(=S)N(c3ccccc3)C(=O)C2CC(=O)O)cc1OC (stereo not drawn),-3%,2%,19%
CCC(Sc1nnc2c3ccccc3n(C)c2n1)C(=O)Nc1nnc(C(C)C)s1 (stereo not drawn),nt,-12%,?
NS(=O)(=O)c1ccc(N/C=C\C(=O)c2ccncc2)cc1,-20%,-1%,13%
O=C(c1ccc(CS(=O)Cc2ccc(Cl)cc2)o1)N1CCN(c2ccc(F)cc2)CC1 (stereo not drawn),17%,14%,?
COC(=O)c1ccc(/C=C(\C#N)C(=O)NC(C)c2ccccc2)cc1 (stereo not drawn),-4%,-16%,9.2µM*
Oc1c(Cl)cc(Cl)cc1C=Nc1ccc2c(c1)OCCO2,5%,0%,-12%
COc1cccc(CNC(=O)CN2C(=O)N(c3c(C)cccc3C)S(=O)(=O)c3ccccc32)c1OC,nt,-12%,16µM*
COc1ccc2c(c1)CC(C(=O)Nc1cc(OC)c(OC)c(OC)c1)CO2 (stereo not drawn),nt,-11%,?
COc1ccc(-c2cc(C(F)(F)F)n3nc(C(=O)NCc4ccco4)cc3n2)cc1OC,-5%,0%,?
O=C(CSc1nc(-c2ccccc2)no1)N1CCN(c2ccccc2)CC1,nt,4%,-4%
CCCCc1ccc(N2C(=NC(=O)C3CCCO3)SC3CS(=O)(=O)CC32)cc1 (stereo not drawn),0%,-4%,-7%
COC(=O)c1sccc1NC(=O)CSCCc1ccncc1,-8%,7%,-9%
COC(=O)C[C@H](NC(=O)Cn1cnc2c(OCc3ccccc3)ncnc21)C(=O)OC,nt,2%,15%
CCN(C(=O)c1nn(-c2ccc(OC)c(Cl)c2)c(=O)c2c1c1ccccc1n2C)c1cccc(C(F)(F)F)c1,nt,-21%,?
O=C(NNC(=O)c1cccc2ccccc12)c1ccc2c(c1)OCO2,4%,2%,16%
CCN(C[C@H]1N[C@@](Cc2ccccc2)(C(=O)OC)[C@H]2C(=O)N(C)C(=O)[C@@H]12)C(=O)COc1ccccc1,nt,0%,-26%
Cc1nc2cc(C)c(C)cc2s1,-5%,-1%,-6%
O=C(c1ccccc1)c1c[nH]c2ccccc12,5%,4%,-13%

Remaining list, next part.
structure,N370S GC mod,FEN1 inh,DT40 TDP1 CPT
COc1ccccc1NC(=O)COC(=O)c1c[nH]c(=O)[nH]c1=O,1%,-5%,11%
CC(C)(C)CN1C(=O)C(=O)NC[C@H]1Cc1ccc(O)cc1,-15%,23%,-3%
CCOc1ccc(CCNC(=O)C2CCCN(S(=O)(=O)N3CCOCC3)C2)cc1OCC (stereo not drawn),-19%,-1%,-7%
CC(C)CNS(=O)(=O)c1ccc(C(=O)Nc2ccc3c(c2)OCO3)cc1,-2%,2%,9%
CCOC(=O)C1=C(C)OC(N)=C(C(=O)OCC)C1c1ccncc1 (stereo not drawn),-18%[2.35 µM],2%,-11%
COc1cccc(CN2CCN(C(=O)c3cccs3)CC2)c1OC,-1%,1%,-17%
Nc1cc(=O)[nH]c(SCC(=O)Nc2ccc([N+](=O)[O-])cc2)n1,-6%,-12%,0%
Cc1ccc(CNC(=O)c2c(-c3ccc(Br)cc3)noc2C)o1,nt,-14%,?
COC(=O)Nc1ccc(S(=O)(=O)N2CCC(C(=O)N3CCC(C)CC3)CC2)cc1,-20%,-3%,?
COc1ccccc1NC(=O)C1=C(C)Nc2nc(-c3ccco3)nn2C1c1ccccc1F (stereo not drawn),nt,3%,16µM*
CN(C)c1ccc(C=C(c2nnnn2-c2ccccc2)c2nnnn2-c2ccccc2)cc1,6%,7%,21µM*
COc1cc2ncnc(NCc3ccc(F)cc3)c2cc1OC,7%,7%,-23%

Arranged by heavy-atom count (rising): some entries from above.
structure,N370S GC mod,FEN1 inh,DT40 TDP1 CPT
Cc1ccc(CNC(=O)c2c(-c3ccc(Br)cc3)noc2C)o1,nt,-14%,?
CCOC(=O)C1=C(C)OC(N)=C(C(=O)OCC)C1c1ccncc1 (stereo not drawn),-18%[2.35 µM],2%,-11%
CC(C)CNS(=O)(=O)c1ccc(C(=O)Nc2ccc3c(c2)OCO3)cc1,-2%,2%,9%
CCOc1ccc(CCNC(=O)C2CCCN(S(=O)(=O)N3CCOCC3)C2)cc1OCC (stereo not drawn),-19%,-1%,-7%
COc1ccccc1NC(=O)C1=C(C)Nc2nc(-c3ccco3)nn2C1c1ccccc1F (stereo not drawn),nt,3%,16µM*

Returning to the listing, repeating the 2 entries before the break.
structure,N370S GC mod,FEN1 inh,DT40 TDP1 CPT
CN(C)c1ccc(C=C(c2nnnn2-c2ccccc2)c2nnnn2-c2ccccc2)cc1,6%,7%,21µM*
COc1cc2ncnc(NCc3ccc(F)cc3)c2cc1OC,7%,7%,-23%
COc1ccc(C(=O)N2CCOC2CNC(=O)C(=O)NCc2ccco2)cc1 (stereo not drawn),6%,3%,-8%
Cc1ccc([C@@H]2[C@@H]3C(=O)N(c4ccccc4)C(=O)[C@@H]3[C@]3(C)C(=O)N(Cc4ccccc4)CC(=O)N23)o1,-3%,2%,?
O=C(CCc1ccccc1)OCC(=O)c1ccc([N+](=O)[O-])cc1,-7%,0%,?
COc1ccc(C(CNC(=O)C(Cc2ccccc2)NC(N)=O)N(C)C)cc1 (stereo not drawn),-9%,-14%,16%
CCN1C(=O)CC(N2CCC(c3nc4ccccc4[nH]3)CC2)C1=O (stereo not drawn),3%,7%,-3%
O=C(NCCc1ccccc1)C1c2ccccc2C(=O)N1C1CC1 (stereo not drawn),5%,-5%,1%
CC(=O)Nc1ccc(C(=O)COC(=O)c2cc(C)oc2C)c(F)c1,nt,6%,?
CCOc1ccccc1OC(=O)CN1C(=O)c2ccccc2C1=O,-9%,11%,1%
Cc1ccc2c(c1)-c1cc(C)ccc1C2=O,nt,?,15%
Cc1onc(-c2c(F)cccc2Cl)c1C(=O)ONC(=O)c1ccco1,4%,4%,9%
COc1ccc(C(=O)N/N=C/c2ccc(OC)c(OS(=O)(=O)c3ccccc3)c2)cc1,13%,6%,-60%
CCCCc1nc2ccccc2n2c(-c3ccc(OC)cc3)c3c(=O)n(C)c(=O)n(C)c3c12,nt,-13%,?
CCc1cccc(NC(=O)CSc2nnc(-c3cc4occc4n3C)n2-c2ccccc2C)c1,nt,-11%,?
O=[N+]([O-])c1cc(Br)c(O)c(/C=N/Nc2nc3ccccc3s2)c1,-2%,14%,8.2µM*
CCn1cc(C(=O)O)c(=O)c2cnc(N3CCN(C(=S)NC(=O)c4ccc(Br)cc4)CC3)nc21,-20%,-11%,2%
O=[N+]([O-])c1ccc(OCC(O)CNC2CCCC2)cc1 (stereo not drawn),3%,-1%,14%
CC(C)(O)c1ccccc1CC[C@@H](SCC1(CC(=O)O)CC1)c1cccc(/C=C/c2ccc3ccc(Cl)cc3n2)c1,nt,-17%,?
CN1CCN(/C=N/c2c(C#N)cnn2Cc2ccccc2)CC1,9%,6%,-3%
O=C(CSc1ncc(CO)n1Cc1ccc(F)cc1)NCc1ccco1,nt,19%,-9%
S=c1[nH]nc(-c2ccccc2)n1/N=C/C=C/c1ccco1,4%,1%,?
NC(=O)SCC(=O)Nc1ccc(Cl)c(Cl)c1,11%,-2%,9.2µM*
COc1ccc(OC)c(/C=C2\SC(=S)N(N3CCOCC3)C2=O)c1,-5%,-12%,-3%
O=C(CSc1nnc(CCc2ccccc2)n1-c1ccc(Cl)cc1)c1ccccc1,1%,-13%,?
O=C(CSc1ccc(-c2nc3ccccc3[nH]2)cn1)Nc1ccc2c(c1)OCCO2,-5%,-21%,-27%
COc1ccc(OC)c(-c2cc(C(=O)N/N=C(\C)c3cccnc3)c3ccccc3n2)c1,2%,-15%,15µM*

The list is partial, so the mix of outcomes need not match the whole.
